Source: PubChem BioAssay (Broad Institute)
CaV13 ICDI inh = Disruptors of the CACNA1D IQ motif to Ca2+-dependent inactivation inhibitor domain association, primary screening, Förster resonance energy transfer in intact living … | HEK cells, CFP/YFP FRET ICDI-IQ, plate reader, 10 min; percent FRET-ratio fall versus neutral wells | inhibition, % at 12.3 µM | hit rate 0.098% among 340,000;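 active = mean replicate inhibition of at least 30% and at least 1% of replicates passing that level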;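 note: 0% = median of the neutral control wells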
Numbers without * were called inactive.

SMILES,CaV13 ICDI inh
COC(=O)C1=C(C)N(C)C(=NCC2CC2)NC1c1ccc(F)cc1 (stereo not given),-4
Cc1ccc(CN2CC=CS2(=O)=O)cc1,-5
O=C(NCC1CCN(C(=O)C(=O)c2cccs2)CC1)c1ccc2c(c1)OCO2,-7
COC(=O)C1=C(C)N(C)C(=NCc2cc(OC)c(OC)c(OC)c2)NC1c1ccc(Cl)cc1 (stereo not given),-5
COc1ccc(-c2cc(C(F)F)n3ncc(C(=O)Nc4cnn(Cc5ccccc5)c4)c3n2)cc1,-2
CC(C)(C)S(=O)(=O)N1C[C@H]2CC(=O)C=C2[C@@H]1CCO,-6
CCOC(=O)C1=C(C(=O)OCC)C2N(Cc3ccc(C#N)cc3)c3ccccc3[C@@]23C[C@@H](C(=O)OC)N(S(=O)(=O)c2ccccc2C)C3=N1 (stereo not given in full),-10
COC(=O)[C@]12C[C@H](CC(=O)NCCc3ccccc3OC)C(=O)N(CCC3=CCCCC3)C1=C[C@H](C(C)(C)C)O[C@@H]2C,-5
COc1ccc(/C=C/c2c(-c3cccc(C)c3)oc3ccc(-c4ccc5c(c4)OCO5)cc23)cc1,-5
CCCCn1c2ccccc2c2nnc(SCC(=O)NC3=NN=C(c4ccccc4)CS3)nc21,-1

5 entries out of the list above, ordered by their value in CaV13 ICDI inh, largest number first.
SMILES,CaV13 ICDI inh
CCCCn1c2ccccc2c2nnc(SCC(=O)NC3=NN=C(c4ccccc4)CS3)nc21,-1
COC(=O)C1=C(C)N(C)C(=NCC2CC2)NC1c1ccc(F)cc1 (stereo not given),-4
COC(=O)C1=C(C)N(C)C(=NCc2cc(OC)c(OC)c(OC)c2)NC1c1ccc(Cl)cc1 (stereo not given),-5
CC(C)(C)S(=O)(=O)N1C[C@H]2CC(=O)C=C2[C@@H]1CCO,-6
O=C(NCC1CCN(C(=O)C(=O)c2cccs2)CC1)c1ccc2c(c1)OCO2,-7

(next part)
SMILES,CaV13 ICDI inh
Cc1cc(-c2n[nH]c(=S)o2)c(C)n1-c1ccccc1,-3
CCCCCCC12C(=Cc3cc4c(cc31)OCCO4)c1cc(OC)c(OC)cc1C(CC(=O)OC)N2C(=O)OC (stereo not given),-5
O=C1NCCCC2c3cc(O)c4ccccc4c3OC12N1CCCCC1 (stereo not given),-5
O=S1(=O)c2ccc(Br)cc2OC[C@H](c2ccccc2)N1Cc1ccccc1,-10
CCCCCCCCN1C(=O)[C@@H](CC(=O)NCCCCc2ccccc2)C[C@@]2(C(=O)OC)C1=C[C@H](C(C)(C)C)O[C@@H]2C,-8
COc1ccc(-c2c(C(=O)c3ccc(Br)cc3)[nH]c(N)c2C(=O)NCCc2c[nH]c3ccccc23)cc1OC,-16
CN=C1S/C(=C\c2cccn2-c2cccc(Br)c2)C(=O)N1C,-4
Cc1cccc2nc(-c3ccccc3)c(-c3ccc(CN4CCC(n5cc(-c6ccccc6)[nH]c5=O)CC4)cc3)nc12,-16
COc1ccc(C(=O)C(=O)N2CCN(S(=O)(=O)c3cccc4c(N(C)C)cccc34)CC2)cc1OC,-11
O=S(=O)(/N=C(/Nc1ccc(F)cc1F)c1ccccc1)c1ccc(Br)cc1,-5

Carrying on.
SMILES,CaV13 ICDI inh
COC(=O)Cc1nnn2c1[C@@H](C)[C@@H](c1ccccc1Br)OC[C@@H]2c1ccccc1,-4
Cc1ccccc1C(=O)NC1CCCCN(C)C1=O (stereo not given),-2
COCCCNC(=O)C[C@H]1C[C@@]2(C(=O)OC)C(=C[C@H](C(C)(C)C)O[C@@H]2C)N(CCc2ccc(OC)c(OC)c2)C1=O,-8
CN(NC(=O)C(=O)NCc1ccco1)C(=O)NC1CCCCC1,-11
COC(=O)[C@]12C[C@H](CC(=O)N3CCN(C(=O)c4ccco4)CC3)C(=O)N(Cc3ccccc3)C1=C[C@H](C(C)(C)C)O[C@@H]2C,-12
O=C(CN1C2=NCCN2c2ccccc21)N1CCOCC1,1
CCCCc1c(-c2ccccc2OC)ncn1Cc1ccccc1F,-11
O=C1[C@@H]2CSCCS(=O)(=O)N2C(=O)N1C1CCCCC1,-5
Nc1ncnc2c1ncn2[C@@H]1O[C@H](C(=O)N[C@@H](CCc2ccccc2)C(=O)NCC(=O)N2CCOCC2)[C@@H](O)[C@H]1O,-5
COC(=O)C1=C(C)N(Cc2cccc(C(F)(F)F)c2)C(=NCc2cc(OC)c(OC)c(OC)c2)NC1c1cccc(F)c1 (stereo not given),-4

Further records.
SMILES,CaV13 ICDI inh
Oc1ccc(CN2CCC(Cc3ccccc3)CC2)c2cccnc12,-7
C[C@H](O)[C@@H]1C(=O)N2CCc3c([nH]c4c(-c5ccc6c(c5)OCO6)cccc34)[C@@H]2C[C@@H]1N(C)C(=O)c1ccco1,-4
O=C1NC(Cc2ccc(O)cc2)c2nc3ccc(Cl)cc3c(=O)n2-c2cc(Cl)ccc21 (stereo not given),-12
COc1cc(/C=C/C(=O)Nc2ccccc2C(F)(F)F)cc(OC)c1OC,-5
C=CCN=C1NC(c2ccc(F)cc2)C(C(=O)OC)=C(C)N1C (stereo not given),-5
COc1ccc(N2C(=O)CCC(C(=O)N(C)C3CCCCC3)C2c2ccc(OC)c(OC)c2)cc1 (stereo not given),-4
COC(=O)C1=C(C)N(Cc2ccc(Cl)cc2)C(=S)NC1c1ccc(Cl)cc1 (stereo not given),-2
COc1ccccc1CNS(=O)(=O)c1ccc(F)cc1Br,-6
Cc1c(O)nc2sc3ccccc3n2c1=O,-4
O=C(CC1Nc2c3ccccc3nc(=S)n2C1=O)NC1CCCCC1 (stereo not given),7

Carrying on.
SMILES,CaV13 ICDI inh
C=CCN1C[C@H](COC(=O)c2cccc(OC)c2)Oc2cccc(F)c2S1(=O)=O,-4
O=C(O)CCCCN1C(=O)C=CC1=O,-10
COC(=O)c1cc2c(c3c4ccccc4n(S(=O)(=O)c4ccc(OC)cc4)c13)C(=O)N(C)C2,-9
O=C(NCCc1ccccc1Cl)[C@@H]1CCCN1C(=O)[C@@H](NC(=O)N1CCOCC1)c1ccccc1,-3
C[C@H](CO)N1C[C@H](C)[C@@H](CN(C)C(=O)Nc2ccc(C(F)(F)F)cc2)OCc2cn(nn2)CCCC1=O,-6
Cc1ccc2nc(CN(C)C(=O)[C@H]3O[C@@H](n4cnc(C(N)=O)n4)[C@H](O)[C@@H]3O)[nH]c2c1,-5
O=C(C(=O)N1CCN(C(=O)c2ccccc2C(F)(F)F)CC1)c1cccc(C(F)(F)F)c1,-11
Cc1ccc(CNC(=O)CCCCCNc2nc(=S)[nH]c3ccccc23)cc1,2
C[C@@H](CN1C2=NC[C@@H](Cc3ccccc3)N2C[C@H]1Cc1ccc(O)cc1)NC(=O)CCC1CCCCC1,-5
Cc1ccccc1CN1CCN(C(=O)[C@H]2O[C@@H](n3cnc(C(N)=O)n3)[C@H](O)[C@@H]2O)CC1,-4

Sorted by number of heavy atoms (falling): three of the compounds above.
SMILES,CaV13 ICDI inh
C[C@H](CO)N1C[C@H](C)[C@@H](CN(C)C(=O)Nc2ccc(C(F)(F)F)cc2)OCc2cn(nn2)CCCC1=O,-6
Cc1ccc2nc(CN(C)C(=O)[C@H]3O[C@@H](n4cnc(C(N)=O)n4)[C@H](O)[C@@H]3O)[nH]c2c1,-5
C=CCN1C[C@H](COC(=O)c2cccc(OC)c2)Oc2cccc(F)c2S1(=O)=O,-4

(further entries)
SMILES,CaV13 ICDI inh
CC(C)C[C@H]1COc2cc(NCCCN3CCOCC3)ccc2S(=O)(=O)N1,-3
Cc1cccc2c(Cl)cc(=O)[nH]c12,-4
Cc1ccnc(NC(=O)/C=C/c2ccccc2[N+](=O)[O-])c1,-18
O=S1(=O)N[C@H](Cc2ccccc2)COc2cccc(N3CCCC3)c21,-7
CCc1ccc(NC(=O)c2cc(Br)ccc2Br)cc1,-19
NC(=O)[C@@H]1CCCN1C(=O)[C@H]1O[C@@H](n2ccc(N)nc2=O)[C@H](O)[C@@H]1O,7
COC(=O)[C@]12C[C@H](CC(=O)NCC3CCCCC3)C(=O)N(Cc3ccc4c(c3)OCO4)C1=C[C@H](COCc1ccccc1)O[C@@H]2C,-9
COc1cc(CN2CCN(c3ncc(Cc4ccccc4)cn3)CC2)cc(OC)c1,-11
Nc1nc2c(ncn2[C@@H]2O[C@H](C(=O)N[C@H](Cc3ccccc3)C(=O)NC3CCCCC3)[C@@H](O)[C@H]2O)c(=O)[nH]1,-9
O=C(CSc1nc2scc(-c3ccccc3)c2c(=O)[nH]1)NC1CCCCC1,-5

Rewritten field by field: entries from further up.
> COC(=O)C1=C(C)N(Cc2cccc(C(F)(F)F)c2)C(=NCc2cc(OC)c(OC)c(OC)c2)NC1c1cccc(F)c1 (stereo not given)
  CaV13 ICDI inh: -4

> Oc1ccc(CN2CCC(Cc3ccccc3)CC2)c2cccnc12
  CaV13 ICDI inh: -7

Next results follow.
SMILES,CaV13 ICDI inh
CC(=O)Nc1ccc(OC(=O)c2cc3cc(Br)cc(Br)c3oc2=O)cc1,-3
Cc1ccc2nc(-c3ccc(CN4CCC5(CC4)CNc4ccccc45)cc3)c(-c3ccccc3)nc2c1,-12
Brc1ccccc1CN1CCN(Cc2c[nH]c3ccccc23)CC1,-2
COc1ccc(NC(=O)N(C)C[C@@H]2OCc3cnnn3CCCC(=O)N([C@H](C)CO)C[C@H]2C)c(OC)c1,-5
Cc1cc(Br)c2nc(-c3cccc(Br)c3)c(Cc3cccc(Cl)c3)n2c1,-10
COc1cc(OC)c(/C=C2\C(=O)Nc3ccccc32)c(OC)c1,-5
Cc1[nH]nc2c1C(c1ccc(Br)cc1)N(Cc1ccccc1)C2=O (stereo not given),-3
Cc1cc(=O)oc2cc(OCc3c(F)cccc3Cl)ccc12,-13
COCc1cc(N2CCN(C(=O)OC(C)(C)C)C[C@@H]2C)ccc1N1CC[C@@H](O)C1,-5
CC(C)n1c(-c2ccccc2)nc(=S)c2c1CCCC2,-19

Carrying on.
SMILES,CaV13 ICDI inh
O=C(Cc1ccc(NC(=O)C2CCN(C(=O)C3CCCC3)CC2)cc1)Nc1cccc(C(=O)N2CCCC2)c1,-9
COc1ccc(NS(=O)(=O)c2ccc(NN=Cc3ccc(C(=O)O)cc3)c([N+](=O)[O-])c2)cc1,-14
OCCNCCNCc1ccc(-c2ccccc2)cc1,2
O=C(O)CCC(=O)c1ccc2ccc3cccc4ccc1c2c34,-4
COCC(=O)NCC1CCN(C(=O)C(=O)c2cccs2)CC1,-8
S=C1NC2(CCCCCC2)NN1c1ccccc1,-12
C[C@H](O)[C@@H]1C(=O)N2CCc3c([nH]c4c(-c5ccccc5)cccc34)[C@@H]2C[C@@H]1N(C)C(=S)NCCc1ccccc1,-4
O=C(N[C@H](Cc1ccccc1)C(=O)NCCN1CCOCC1)[C@H]1O[C@@H](n2ccc(=O)[nH]c2=O)[C@H](O)[C@@H]1O,-8
COC(=O)C1=C(C)N(Cc2ccccc2C(F)(F)F)C(=NCc2ccccc2)NC1c1cccc(C(F)(F)F)c1 (stereo not given),-9
CCc1ccc(-n2c(SCC(=O)Nc3ccc(C(=O)O)cc3)nnc2-c2ccncc2)cc1,-2

(next part)
SMILES,CaV13 ICDI inh
Cc1ccccc1C(=O)N[C@H](C(=O)N1CCC[C@H]1C(=O)NCc1ccccc1)C(C)C,-3
O=S(=O)(N1CCCCC1)n1nnc2cc3ccccc3cc21,-10
CN[C@H]1C[C@H]2c3[nH]c4c(-c5ccccc5)cccc4c3CCN2C(=O)[C@H]1[C@H](C)O,-4
O=C(NCc1cc(C(F)(F)F)cc(C(F)(F)F)c1)C1CC(c2ccccc2C(F)(F)F)=NO1 (stereo not given),-5
CC(=O)O[C@H]1C=C[C@@H](C#Cc2ccc(C(C)(C)C)cc2)O[C@@H]1COC(=O)Nc1ccccc1,-7
COC(=O)C1=C(C)N(Cc2ccc(C(F)(F)F)cc2)C(=NCc2ccccc2C(F)(F)F)NC1c1ccc(C(F)(F)F)cc1 (stereo not given),-7
C[C@@H]1CN([C@@H](C)CO)C(=O)CCCn2cc(nn2)CO[C@H]1CN(C)C(=O)Nc1ccc(C(C)(C)C)cc1,-4
Cc1ccc2nc3n(c(=O)c2c1)-c1ccccc1C(=O)NC3Cc1ccccc1 (stereo not given),-10
Cc1ccc(C)c(OCC(=O)N/N=C/c2c(C)nn(-c3ccccc3)c2Cl)c1,-4
C[C@H]1CN(S(=O)(=O)C(C)(C)C)[C@H](CCO)/C1=C\CCO,-5

Next records
SMILES,CaV13 ICDI inh
Cc1ccc(CN2CC(N3CCC[C@@H]3C)CS2(=O)=O)cc1 (stereo not given in full),-5
COCc1cc(N2CCNC[C@@H]2C)ccc1N1C[C@@H](C)O[C@@H](C)C1,-8
COc1cccc(CN(C)[C@H]2C[C@H]3c4[nH]c5ccccc5c4CCN3C[C@H]2[C@H](C)O)c1OC,-4
O=C(Oc1cccc2cccnc12)c1cccc(N2C(=O)C3C4CCC(C4)C3C2=O)c1 (stereo not given),-5
O=c1c2ccccc2c(C=NC2CCN(Cc3ccccc3)CC2)c(O)n1Cc1ccc2c(c1)OCO2,-19
Cc1cc(C)cc(OCCCN2CCC(C(O)(c3ccccc3)c3ccccc3)CC2)c1,-8
CCOC(=O)CN1C(=O)[C@]2(OCCC=C[C@H]2C)c2ccccc21,-9
COc1ccc(-c2nc3ccc(C)cn3c2Cc2ccccc2C(F)(F)F)cc1OC,-7
C=CCN=C1NC(c2ccccc2C(F)(F)F)C(C(=O)OC)=C(C)N1Cc1cccc(C(F)(F)F)c1 (stereo not given),-3
COc1ccc(CC(=O)Nc2ccccc2Oc2ccccc2)cc1,-6

(list continues)
SMILES,CaV13 ICDI inh
Cc1cc(NC(=O)COc2cccc3cccnc23)no1,-9
COc1ccccc1Cc1c(-c2cccc(Cl)c2)nc2c3ccccc3ccn12,-10
Cc1ccccc1/C=C/C(=O)c1ccc([N+](=O)[O-])o1,-6
COC(=O)C1=C(C)N(Cc2ccc(C(F)(F)F)cc2)C(=NCc2ccccc2C(F)(F)F)NC1c1cccc(Cl)c1 (stereo not given),-4
c1ccc(-c2ccc(-c3ccccn3)nn2)nc1,-3
Cc1[nH]c2ccccc2c1CC(=O)Nc1ccc(Nc2ccccc2)cc1,-2
COc1ccc(/C(C)=N/Nc2nc3ccccc3n3cnnc23)cc1OC,-2

A portion of the library, so the mix of outcomes need not match the whole.
